# Source: PubChem BioAssay
# TSHR antag – blocks TSH signaling through the human TSH receptor | hit rate 0.2% among 330,000 | activity change, negative = inhibition, % at 11.5 µM | TSHR-expressing cells, TSH-stimulated cAMP HTRF, 2 h; stronger effect = lower value;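 active means activity change below a set negative limit, meaning inhibition stronger than a set level, cut at about -70% in these data; inconclusive means activity change between two set negative limits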; further: on the % scale 0 is the no-effect control and ±100 the full control effect
#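 Antagonism was scored as loss of TSH-driven cAMP in TSHR cells, stimulated with 4nM TSH (EC80) for 2 hours at 37 deg C and detected by homogeneous HTRF competition immunoassay.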
# BCR signal inh – blocks chronic active B-cell receptor signaling. AID 493014. Potency, µM (series often up to 46.1 µM), without a hit: top-dose ratio change, negative = lower green/red ratio, hits mostly inhibitors. hit rate 0.05% among 340,000. ABC-DLBCL IkBa-CBG/CBR reporter, luminescence ratio, 4 h; active means well fitted inhibition curve with a large enough effect in the signal ratio, with a control signal flat, not every such curve was filed as active; inconclusive means small, poorly fitted or top-dose-only effect, or effect the other way, or a change in a side signal; the % refers to the signal ratio;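 further: potency means the concentration at half of the fitted maximal effect; plate controls were basal doxycycline-induced cells for no effect and cells given 10 µM MG132 for full effect; MG132 reads +100%, hits lower the ratio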
#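 Concentration-response series (up to 46 uM) were applied to TMD8 dual-reporter cells for 4 h at 37C with doxycycline. Green/red ratio, after filter-overlap correction, defined %Activity; red signal alone was normalised to basal cells and zero luminescence.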
# Menin-MLL TR inh – displaces Texas Red mutant MLL peptide from human menin | O00255 | Menin + Texas Red MLL mutant peptide, fluorescence polarization | Potency, µM (series often up to 61.6 µM), for the others: at the highest dose FP activity change, negative = inhibition, most hits filed as inhibitors | hit rate 0.23% among 270,000; active means well fitted inhibition curve with a large enough effect in the polarisation, with a control signal flat, not every such curve was filed as active; inconclusive means small, poorly fitted or top-dose-only effect, or effect the other way, or a change in a side signal; inactive means no such curve, though single readings can be large or run the other way; the % refers to the polarisation; further: potency means the concentration at half of the fitted maximal effect; % of control where 0% means no effect; many of its hits are not listed in these tables
# Eya2 inh – Eya2 (human) phosphatase inhibition | AID 488837 | recombinant Eya2, OMFP fluorescence dephosphorylation (OMFP is methylfluorescein phosphate) | hit rate 0.006% among 330,000 | Potency, µM (highest dose often 76.9 µM), for the others: top-dose activity, negative = inhibition, actives largely listed as inhibitors | O00167; further: potency means the concentration at half of the fitted maximal effect; on the % scale 0 is the no-effect control and ±100 the full control effect
#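 Eya2 (0.2 uM) preincubated 10 min at ambient with compound, then OMFP substrate added at 50 uM; 10 min reaction in 50 mM HEPES pH 7.5, 50 mM NaCl, 5 uM MgCl2, 0.05% BSA, 1 mM DTT. Fluorescence read at Ex 485/Em 525 nm.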
# MBNL1-CUG inh – MBNL1-poly(CUG) RNA binding inhibition; Q9NR56; TR-FRET MBNL1-His/biotin-(CUG)12 binding, 665/545 ratio; Potency, µM (series often up to 57.5 µM), for inactives: at the top dose activity change, negative = inhibition, hits mostly inhibitors; hit rate 0.036% among 280,000; active means well fitted inhibition curve with a large enough effect in the signal ratio, with a control signal flat, not every such curve was filed as active; inconclusive means small, poorly fitted or top-dose-only effect, or effect the other way, or a change in a side signal; inactive means no such curve, though single readings can be large or run the other way; the % refers to the signal ratio; further: potency means the concentration at half of the fitted maximal effect; on the % scale 0 is the no-effect control and ±100 the full control effect
#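 Ratiometric TR-FRET (665 over 545 nm, excitation 340 nm) tracks disruption of MBNL1-His/biotin-(CUG)12 complex after 60 min at room temperature, with compounds at 92 nM to 58 uM final.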
# GALK inh – inhibitors of human galactokinase | hit rate 0.007% among 270,000 | AID 1868 | Purified GALK, Kinase-Glo residual ATP luminescence | Potency, µM (titrated, usually from 57.5 µM), for inactives: at the top dose activity change, negative = inhibition, hits mostly inhibitors; further: potency means the concentration at half of the fitted maximal effect; on the % scale 0 is the no-effect control and ±100 the full control effect
#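 Kinase-Glo Plus luminescence measured ATP left after a 1 h room-temperature reaction. The reaction used 5 nM GALK, 100 uM galactose and 35 uM ATP at pH 8.0 (20 mM HEPES, 5 mM MgCl2, 60 mM NaCl, 1 mM DTT, 0.01% BSA).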
# USP2a inh – inhibitors of human ubiquitin-specific protease USP2a | hit rate 0.01% among 330,000 | O75604 | USP2 core, Ub-CHOP2 coupled fluorogenic reporter, 485/531 | AID 463254 | Potency, µM (series often up to 38.3 µM), for the others: at the highest dose activity change, negative = inhibition, actives largely listed as inhibitors;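 further: potency means the concentration at half of the fitted maximal effect; plate controls were DMSO wells for no effect and full inhibition by NEM control for full effect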
# Target sequence (O75604 whole entry, looked up): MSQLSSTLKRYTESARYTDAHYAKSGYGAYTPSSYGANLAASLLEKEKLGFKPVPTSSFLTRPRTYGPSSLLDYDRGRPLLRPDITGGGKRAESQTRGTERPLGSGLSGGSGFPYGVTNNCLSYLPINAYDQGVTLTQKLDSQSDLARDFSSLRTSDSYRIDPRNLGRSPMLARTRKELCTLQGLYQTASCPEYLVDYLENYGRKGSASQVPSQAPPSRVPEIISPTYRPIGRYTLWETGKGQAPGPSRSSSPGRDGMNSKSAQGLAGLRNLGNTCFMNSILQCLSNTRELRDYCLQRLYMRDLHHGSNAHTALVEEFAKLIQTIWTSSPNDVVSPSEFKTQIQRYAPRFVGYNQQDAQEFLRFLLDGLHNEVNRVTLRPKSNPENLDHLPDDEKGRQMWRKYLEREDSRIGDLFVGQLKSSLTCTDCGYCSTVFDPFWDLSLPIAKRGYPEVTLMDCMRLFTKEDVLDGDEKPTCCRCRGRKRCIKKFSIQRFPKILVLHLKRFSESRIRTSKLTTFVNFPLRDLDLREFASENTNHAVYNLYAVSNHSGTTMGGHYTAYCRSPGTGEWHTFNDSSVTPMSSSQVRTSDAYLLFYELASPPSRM
#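 USP2 core (10nM final) preincubated 30min RT with compound in 20mM Tris-HCl pH 8.0, 2mM CaCl2, 2mM beta-mercaptoethanol, 0.05% CHAPS; 25nM Ub-CHOP2 plus 25nM reporter substrate added, fluorescence (Ex485/Em531) read after 60min.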
# PKM2 act – increases activity of human pyruvate kinase M2; AID 1631; hit rate 0.34% among 260,000; Potency, µM (highest dose often 57.5 µM), for inactives: at the highest dose activation, usual class: activators; purified PKM2, Kinase-Glo ATP luminescence, activation; response scale: 0% is enzyme alone, no compound; further: potency means the concentration at half of the fitted maximal effect; on the % scale 0 is the no-effect control and ±100 the full control effect; nearly all actives have a fitted effect of over 55% in size
# Target sequence (P14618 whole entry, looked up): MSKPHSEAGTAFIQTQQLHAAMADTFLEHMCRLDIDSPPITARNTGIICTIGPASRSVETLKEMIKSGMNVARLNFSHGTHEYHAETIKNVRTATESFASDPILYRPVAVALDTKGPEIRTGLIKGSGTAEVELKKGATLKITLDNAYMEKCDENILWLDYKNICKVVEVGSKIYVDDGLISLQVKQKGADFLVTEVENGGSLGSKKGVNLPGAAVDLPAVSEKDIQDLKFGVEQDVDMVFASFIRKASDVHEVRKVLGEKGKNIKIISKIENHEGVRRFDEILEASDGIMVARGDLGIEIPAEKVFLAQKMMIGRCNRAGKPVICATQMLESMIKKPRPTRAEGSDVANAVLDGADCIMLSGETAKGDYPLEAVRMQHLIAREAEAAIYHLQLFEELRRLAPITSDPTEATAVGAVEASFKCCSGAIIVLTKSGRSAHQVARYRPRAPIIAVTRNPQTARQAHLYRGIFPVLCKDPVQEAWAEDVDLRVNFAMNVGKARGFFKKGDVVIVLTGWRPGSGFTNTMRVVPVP
#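 Purified hPK-M2 (>95% pure) converted ADP (0.1 mM final) to ATP with 0.5 mM PEP in 50 mM imidazole pH7.2, KCl, MgCl2, Tween 20, BSA; 1 h at room temperature. ATP detected by Kinase-Glo luminescence.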
# S-ASM inh – inhibitors of human secretory acid sphingomyelinase; P17405; placental ASM, HMU-PC fluorogenic substrate, 60 min; Potency, µM (doses to about 57.5 µM), for the others: top-dose activity change, negative = inhibition, most hits filed as inhibitors; hit rate 0.006% among 340,000; AID 504937; further: potency means the concentration at half of the fitted maximal effect
#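 qHTS format. ASM enzyme prepared from human placenta hydrolyses the fluorogenic substrate HMU-PC0 (9 uM final) over 60 min at 37 °C after a 10 min compound preincubation.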
# hERG WT inh – inhibitors of human wildtype KCNH2 potassium channel | Q12809 | U2OS, BacMam KCNH2, thallium flux FluxOr; stronger effect = lower value | activity change, % at 1.84 µM | hit rate 0.37% among 340,000;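 active means maximum activity change below -70%; inconclusive means maximum activity change between -70% and -50%; inactive means maximum activity change above -50%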; further: on the % scale 0 is the no-effect control and ±100 the full control effect
#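 U2OS cells were transduced with wild-type KCNH2 virus (2.03 x 10^8 / mL) for 4 h at room temperature, then cultured overnight at 37 C. Thallium flux was read with FluxOr dye. Rate constants were normalized to DMSO controls.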
# Mito fusion yeast – inhibitors of mitochondrial division or activators of mitochondrial fusion; AID 485298; S. cerevisiae fusion-defective mutant growth rescue, CellTiterGlo 48 h; hit rate 0.23% among 320,000; Potency, µM (doses to about 46.1 µM), for inactives: top-dose growth rescue (activation), actives largely listed as activators;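 further: potency means the concentration at half of the fitted maximal effect; % of control where 0% means no effect; nearly all actives have a fitted effect of over 45% in size; temperature-sensitive fusion mutants such as fzo1-1 at 37 °C on non-fermentable ethanol glycerol medium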
#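 Temperature-sensitive fusion-defective S. cerevisiae (e.g. fzo1-1, mgm1-5) were grown with compound in YPEG medium (3% ethanol, 3% glycerol) for 48 hours at 37C. Growth rescue was measured as viability by CellTiterGlo luminescence after 10 minutes at ambient.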
# The depositor's hits bear a star; ? = inconclusive; . = not tested or not shown; & = joins results of further samples; [ ] = remark or other dose. Unless noted, the call rests on the fitted dose curve; in most records, active means well fitted curve in the direction sought with a large enough effect; inconclusive means small, poorly fitted or top-dose-only effect, or another doubt; inactive means no such curve, though single readings can be large; an effect the other way counts as inactive or inconclusive. Only part of the results is shown; rates above refer to the full screens.
SMILES,TSHR antag,BCR signal inh,Menin-MLL TR inh,Eya2 inh,MBNL1-CUG inh,GALK inh,USP2a inh,PKM2 act,S-ASM inh,hERG WT inh,Mito fusion yeast
CCOC(=O)C1CCCN(C(=O)CC(c2ccccc2)c2ccccc2)C1 (stereo not drawn),6,?,-13%,8%,-1%,-3%,3%,10%,-2%,3,19%
O=S(=O)(/N=C(/Nc1ccccn1)c1ccccc1)c1ccc(Cl)cc1,-3,1%,-19%,-1%,7%,.,3%,2%,-4%,25,7%
CC(=O)NCCc1nc2cc(NS(=O)(=O)c3ccc(Cl)cc3)ccc2n1C,8,0%,-1%,-12%,-9%,-4%,1%,-1%,4%,-3,3%
O=C(COC(=O)c1ccc(Br)cc1)NC1CCCC1,-4,-2%,2%,8%,4%,1%,0%,.,3%,9,7%
Cc1ccc2[nH]c(=O)c(CN(CCCO)C(C)c3nnnn3Cc3ccco3)cc2c1 (stereo not drawn),-6,?,.,1%,11%,-2%,16%,-1%,-2%,2,-4%
Cn1c(CC(=O)Nc2ccccc2)nnc1SCC(=O)NC1=NCCS1,-3,-3%,7%,-3%,-6%,18%,-2%,-7%,0%,4,10%
CCN(CCCNC(=O)C1CCCN(S(=O)(=O)c2cnc[nH]2)C1)c1ccccc1 (stereo not drawn),24,3%,?,-6%,-4%,0%,3%,-4%,-6%,-4,-3%
CCOC(=O)c1c(C)oc2ccc(OC(=O)COc3c(F)c(F)c(F)c(F)c3F)cc12,14,2%,0%,6%,-5%,.,5%,-3%,-3%,.,2%
Oc1ccc2ccccc2c1C=Nc1ccc(Cl)cn1,8,-11%,24%,20%,9%,7%,0%,-1%,3%,5,10%
C=CCOc1ccc(CN(C)C(=O)CNC(=O)c2ccc(-c3ccccc3)cc2)cc1,-1,?,.,11%,9%,-2%,-8%,.,-9%,-1,0%
CCN(CC)C(=O)[C@H]1C[C@H](CC(=O)NC(C)(C)C)C(=O)N2CCc3c([nH]c4cc(CCC(=O)N(C)C)ccc34)[C@]12C,-5,2%,.,6%,.,.,-2%,.,-1%,1,.
COc1cc(OC)cc(C(C(=O)NC2CCCCC2)N(C(=O)c2ccno2)c2ccccc2)c1 (stereo not drawn),45,-2%,4%,-5%,-18%,0%,0%,-1%,0%,1,9%
CCOC(=O)Nc1ccc2c(c1)N(C(=O)N1CCN(C)CC1)c1ccccc1S2,10,?,0%,-23%,?,1%,4%,-4%,1%,-3,-12%
Cc1cc(C(C)(C)C)c(O)c(C(C)(C)C)c1,-5,1%,-11%&-3%,22%,-2%,0%,11%,0%,-1%,-1,20%
Cc1cc(OC(C)C(=O)NCc2ccccn2)c2c(C)c(Cc3ccccc3)c(=O)oc2c1 (stereo not drawn),12,-13%,-4%,5%,0%,3%,0%,8%[0.46 µM],-1%,-6,5%
CCN1CCN(C(=O)/C(=C/c2cccs2)NC(=O)c2ccc(C)c(C)c2)CC1,15,0%,.,1%,12%,0%,-1%,1%,0%,-100*,-24%
C/C(=N\NC(=O)c1ccc(Cn2cc([N+](=O)[O-])cn2)o1)c1cccc(NC(=O)c2cccnc2)c1,6,-1%,0%,-2%,3%[11.5 µM],.,1%,6%,-2%,-6,-2%
Cc1cc(-n2c(C)cc(C(=O)CSc3ncnc4ccccc34)c2C)no1,-49,?,7%,-14%,24%,0%,1%,-3%,1%,-5,1%
COc1ccc(NC(=O)N2CCCc3ccccc32)c(OC)c1,-4,-2%,-2%,13%,-7%,-5%,1%,3%,-3%,-4,1%
COc1ccc(C2=CC(=O)C[C@H](c3ccc(OC)c(OC)c3)C2)cn1,-2,-4%,.,1%,.,.,-1%,.,-2%,.,-4%
CCOC(=O)c1cc(-c2cccc([N+](=O)[O-])c2)on1,-1,-3%,16%,-2%,?,5%,5%,-1%,3%,-3,3%
O=C(O)c1ccc(Cl)c(NCc2ccncc2)c1,21,?,?,15%,3%,.,0%,-17%,-2%,4,4%
Cc1cccc(-c2c3c(=O)n(C)c(=O)n(C)c3cn2CCO)c1,5,-2%,-2%,-8%,2%,-2%,2%,0%,2%,-1,1%
COc1ccc(-c2cc3ccccc3oc2=O)cc1NC(=O)c1ccc(Br)o1,-5,6%,-20%,-1%,-2%,2%,2%,27%,90%[activator],-2,4%
COc1ccc(C(=O)NC(=S)N2CC(C)OC(C)C2)cc1OC (stereo not drawn),1,-5%,-2%,-11%,-3%,-1%,2%,-7%,-2%,-2,-2%

# Continued:
SMILES,TSHR antag,BCR signal inh,Menin-MLL TR inh,Eya2 inh,MBNL1-CUG inh,GALK inh,USP2a inh,PKM2 act,S-ASM inh,hERG WT inh,Mito fusion yeast
CCS(=O)(=O)Nc1ccc(C2=NN(C(=O)c3ccco3)C(c3cccc(F)c3)C2)cc1 (stereo not drawn),5,?,8%,-2%,?,7%,0%,?,-8%,0,4%
CCOc1ccc(CCNC(=O)C2CCC(=O)N2C2CCCCC2)cc1OCC (stereo not drawn),9,-6%,-6%,-2%,-1%,4%,2%,0%,4%,3,0%
CC(=O)OC1COC(OC2C(O)C(C)OC(OC3C(OC4CCC5(C)C(CCC6(C)C5CC=C5C7CC(C)(C)CCC7(C(=O)O)CCC56C)C4(C)CO)OCC(O)C3O)C2O)C(O)C1OC(C)=O (stereo not drawn),?,?,-2%,?,-6%,5%,0%,-5%,.,.,-1%
Cc1ccc(S(=O)(=O)Cn2nnnc2CN2CCN(C(=O)c3ccco3)CC2)cc1,10,1%,7%,-14%,-2%,3%,-10%,1%,0%,-16,1%
CCOC(=O)/C(C#N)=C/c1ccc(OCC(=O)Nc2ccccc2)c(OC)c1,4,?,?,-2%,7%,2%,1%,0%,29%,12,-3%
COc1ccc(-n2c(SCC(=O)N3CCCCC3)nnc2-c2cccnc2)cc1,15,0%,?,3%,-4%,0%,2%,-12%,6%,2,-2%
O=C(CN1C(=O)NC2(CCCCC2)C1=O)Nc1ccc(N2CCCCC2)cc1,-6,4%,.,2%,.,.,2%,.,-2%,3,.
N#CCN1CCN(CC(=O)Nc2cccc3ccccc23)CC1,9,0%,-1%,-11%,11%,-2%,4%,1%,0%,-5,-5%
Cc1nn2c(N3CCCC3)c3c(nc2c1-c1ccccc1)CCC3,2,1%,.,-2%,11%,-2%,8%,-8%,9%,6,-5%
COC(=O)c1ccc2c(=O)n(CCCCCC(=O)NCc3ccccn3)c(=O)[nH]c2c1,9,?,-4%,-8%,3%,2%,1%,15%,.,-13,1%
CCc1ccc(NS(=O)(=O)c2ccc(C)c(C(=O)N3CCOCC3)c2)cc1,1,5%,.,1%,-10%,7%,4%,-23%,7%,24,1%
O=C(Nc1ccc(NC(=O)c2ccccc2Cl)nc1)c1ccco1,13,?,17%,8%,-1%,12%,0%,.,-10%,8,-3%
Cc1ccc(Nc2ncc3c(n2)CC(C)(C)CC3=O)cc1,-2,0%,11%,-1%,-10%,0%,-5%,-2%,2%,5,-2%
Cc1ccccc1Nc1nnc(-c2ccc(C(=O)NCCO)cc2)c2ccccc12,3,-17%,-20%,1%,?,3%,-4%,.,-4%,14,-4%
NC(=O)c1c(NC(=O)c2ccccc2)sc2c1CCN(Cc1ccccc1)C2,-11,20%,20%,-14%,79%[activator],.,4%,2%,-4%,6,3%
Clc1ccccc1CSc1nnc([C@@H]2CCCN2)o1,-2,-2%,.,15%,-10%,4%,0%,2%,-1%,0,-3%
CC(=O)c1c(C)oc2ccc(N(C(C)=O)S(=O)(=O)c3cccc4cccnc34)cc12,8,-10%,.,6%,-12%,-2%,-2%,?,0%,-8,-1%
Cc1ccc(Cn2c(SCC(=O)NCc3ccco3)nc3ccsc3c2=O)cc1,-22,7%,16%,1%,1%,-1%,0%,3%,-1%,2,8%
Cc1ccc(S(=O)(=O)c2cn(CC(=O)Nc3ccccc3)c3ccc(F)cc3c2=O)cc1,-2,4%,-19%,-3%,?,.,-1%,-1%,14%,-1,-3%
CC(Sc1ncnc2c1cnn2-c1ccccc1)C(=O)NCC1CCCO1 (stereo not drawn),2,0%,.,3%,0%,-3%,0%,0%,1%,11,3%
O=C(O)c1cc2c(ccc3ccccc32)o1,14,20%,-20%,6%,?,2%,1%,-10%,5%,-4,7%
